# Screens (PubChem)
# NCI-60 one-dose screen, 48 h, at 10 µM unless noted. Numbers give growth in % (100 = growth as untreated, 0 = no growth, -100 = all killed).
# RPMI-8226: RPMI-8226 leukemia cells | hit rate 7.5% among 77,000
# HOP-92: HOP-92 NSCLC cells. hit rate 6.3% among 71,000. AID 1794738
# UACC-62: UACC-62 melanoma; hit rate 5.4% among 81,000
# CCRF-CEM: CCRF-CEM leukemia. hit rate 7% among 77,000. AID 1794778
# M14: M14 melanoma. hit rate 6.2% among 80,000. AID 1794745
# HOP-62: HOP-62 NSCLC | hit rate 3.9% among 80,000
# A549/ATCC: A549/ATCC NSCLC. hit rate 3.7% among 81,000
# EKVX: EKVX NSCLC; hit rate 3% among 71,000
# Numbers without * were called inactive; nt = not tested or not shown; & = joins results of further samples. How the source made its calls: active means growth percent below 10; inactive means the rest.
1. COc1ccc(-n2ncn(Cn3cnn(-c4ccc(OC)cc4)c3=O)c2=O)cc1
2. CCN(CC)CCCNc1cc(OC)cc2nc3cc(Cl)ccc3nc12
3. CCOC(=O)c1[nH]c(C)c(C(=O)OCC)c1C
4. C#CCNCCN1C(=O)c2ccc3c4c(ccc(c24)C1=O)C(=O)N(CCNCC#C)C3=O
5. Cc1nc2ccccc2c(Cl)c1C

assay / compound | 1 | 2 | 3 | 4 | 5
RPMI-8226 | 100 | -14* | 100&76 | 45 | 92
HOP-92 | 95 | -9.1* | 90&56 | 91 | 97
UACC-62 | 92 | -81* | 101 | 17 | 98
CCRF-CEM | 96 | 20 | 102&94 | 40 | 93
M14 | 86 | -94* | 108&103 | 33 | 99
HOP-62 | 85 | -47* | 97&88 | 48 | 98
A549/ATCC | 101 | -52* | 101&112 | 29 | 105
EKVX | 92 | 0.6* | 89&95 | 56 | 106

6. O=c1cc(-c2nccc3c2[nH]c2ccccc23)c2cc(Cl)ccc2o1
7. O=C(Nc1cccnc1)c1cccc([N+](=O)[O-])c1
8. CC1=C(C)C(=O)C(Nc2ccc(C)cc2)=C(Br)C1=O
9. Cc1ccc(S(=O)(=O)CC#N)cc1
10. Cc1ccc(C(=O)N/N=C/c2ccc(N(C)C)cc2)cn1

assay / compound | 6 | 7 | 8 | 9 | 10
RPMI-8226 | 39 | nt | 55 | 103 | 94
HOP-92 | 26 | 97 | -36* | nt | 87
UACC-62 | 46 | 104 | 92 | 99 | 94
CCRF-CEM | 31 | nt | 18 | 113 | 94
M14 | 17 | 106 | 106 | 101 | 97
HOP-62 | 33 | 101 | 83 | 103 | 103
A549/ATCC | 42 | 104 | 100 | 113 | 99
EKVX | 62 | 120 | 79 | nt | 92

11. CSc1nc(Cl)cc(=O)[nH]1
12. N#CCCn1ccc2ccccc21
13. CC(=O)NC1C(Nc2ccc(S(=O)(=O)Nc3nc(C)cc(C)n3)cc2)OC(CO)C(O)C1O (configuration not stated)
14. COc1ccc2c(c1)c(=O)c(C(=O)O)cn2CCCOc1ccc([N+](=O)[O-])cc1
15. CSc1nc2[nH]c(=O)[nH]c(=S)c2[nH]1

assay / compound | 11 | 12 | 13 | 14 | 15
RPMI-8226 | 93 | 113 | 102 | 88 | 105
HOP-92 | 86 | nt | 90 | 109 | 108
UACC-62 | 101 | 105 | 98 | 90 | 96
CCRF-CEM | 94 | 107 | 100 | 98 | 107
M14 | 112 | 100 | 105 | 109 | 100
HOP-62 | 104 | 86 | 91 | 96 | 100
A549/ATCC | 92 | nt | 92 | 88 | 94
EKVX | 100 | 109 | 104 | nt | 93

16. Cc1ccc(C2=C/C(=C\c3ccc(F)cc3)C(=O)N2CCc2ccc(S(N)(=O)=O)cc2)cc1
17. C/C(=N\NC(=O)Cn1c(-c2ccc(S(C)(=O)=O)cc2)nc2ccccc21)c1ccc(Cl)cc1
18. O=C(/C=C/Nc1ccc(F)cc1)c1ccc2c(c1)Nc1ccccc1S2
19. COc1cccc(/C=C2\Oc3cc(OCCN4CCOCC4)ccc3C2=O)c1
20. CC1CN=C2C=CC=CN2C1=O (configuration not stated)

assay / compound | 16 | 17 | 18 | 19 | 20
RPMI-8226 | 76 | 87 | 102 | 91 | 102
HOP-92 | 103 | 98 | 83 | 85 | 90
UACC-62 | 66 | 85 | 79 | 89 | 103
CCRF-CEM | 99 | 77 | 97 | 108 | 98
M14 | 98 | 94 | 89 | 95 | 104
HOP-62 | 103 | 89 | 75 | 107 | 93
A549/ATCC | 90 | 78 | 91 | 99 | 94
EKVX | 94 | 101 | 80 | 89 | 95

21. Cc1c(CC(=O)Nc2ccccc2)nnn1-c1ccccc1
22. Cc1cc(C)c(-c2cc(O)c(-c3c(C)cc(O)c(C)c3C)cc2O)c(C)c1C
23. COc1ccc(Cn2cc(COc3ccc4c5ccnc(C)c5n(CCCc5ccccc5)c4c3)nn2)cc1
24. Nc1ccc2cc(S(=O)(=O)O)cc(O)c2c1N=Nc1ccc([N+](=O)[O-])cc1S(=O)(=O)O
25. CC1Oc2ccc(C(=O)O)cc2NC1=O (configuration not stated)

assay / compound | 21 | 22 | 23 | 24 | 25
RPMI-8226 | 103 | 41 | -3.7* | 103 | 109
HOP-92 | 108 | 41 | 83 | 105 | 104
UACC-62 | 98 | 63 | 35 | 93 | 99
CCRF-CEM | 105 | 33 | 20 | 101 | 95
M14 | 108 | 60 | 83 | 109 | 104
HOP-62 | 108 | 83 | 91 | 100 | 105
A549/ATCC | 107 | 55 | 75 | 96 | 101
EKVX | 104 | 36 | 101 | 112 | 100

26. Cc1ccc(S(=O)(=O)C(C)(C)C)cc1
27. Cc1ccc(-c2nc3ccccc3o2)cc1NCc1cc(Cc2ccccc2)ccc1O
28. CCOC(=O)c1cc(-c2ccc(OC)cc2)[nH]c1NNC(C)=O
29. COc1ccc(-c2cn(-c3ccc(-n4cc(-c5ccc(OC)cc5)[nH]c4=O)cc3)c(=O)[nH]2)cc1
30. NCCCn1c2c(c3cc(-c4ccn[nH]4)ccc3c1=O)C(=O)c1ccccc1-2

assay / compound | 26 | 27 | 28 | 29 | 30
RPMI-8226 | 104 | 78 | 119 | 101 | 51
HOP-92 | 98 | 109 | 167 | 94 | 79
UACC-62 | 103 | 102 | 106 | 88 | 78
CCRF-CEM | 102 | 94 | 191 | 101 | 17
M14 | 104 | 96 | nt | 102 | 75
HOP-62 | 103 | 93 | nt | 95 | 42
A549/ATCC | 95 | 97 | 123 | 101 | 28
EKVX | nt | nt | 103 | 107 | 77

31. N#C/C(=C\c1ccccc1Cl)c1cc2ccccc2[nH]1
32. CCOC(=O)c1cc(CC)sc1NC(=O)CC(C)=O
33. CCOC(=O)Cc1csc(NC(=O)c2ccc(-n3c(=O)[nH]c4ccccc4c3=O)cc2)n1
34. COc1ccc(NC(=O)C2=C(C)Nc3ncnn3C2c2cc(OC)c(OC)c(OC)c2)cc1 (configuration not stated)
35. CCn1c(Sc2nn3cc(-c4ccc(Cl)cc4)nc3s2)nc2c1c(=O)n(C)c(=O)n2C

assay / compound | 31 | 32 | 33 | 34 | 35
RPMI-8226 | 77 | 37 | 95 | 96 | 109
HOP-92 | 37 | 59 | 94 | nt | 81
UACC-62 | 77 | 60 | 94 | 106 | 93
CCRF-CEM | -4.1* | 36 | 103 | 98 | 106
M14 | 92 | 89 | 96 | 117 | 96
HOP-62 | 65 | 73 | 94 | 111 | 97
A549/ATCC | 90 | 78 | 101 | 104 | 104
EKVX | 77 | 51 | 90 | 101 | 98

36. O=C(O)c1cccc([N+](=O)[O-])c1/C=C/c1ccc(Cl)cc1
37. CC1CCc2c(C(=O)Nc3ncc(Cc4cccc([N+](=O)[O-])c4)s3)csc2C1 (configuration not stated)
38. Nc1nc(N)c(N=Nc2ccc(S(=O)(=O)Nc3nccs3)cc2)c(=O)[nH]1
39. COC(=O)C1C2CC3c4[nH]c5cc(OC)ccc5c4CCN3CC2CC(OC2CCCCO2)C1OC (configuration not stated)
40. NCC1CCCCO1 (configuration not stated)
41. CC1CCC(C(C)CS)CC1S (configuration not stated)
42. O=C(NCC1CC1)NC(=O)c1c(F)cccc1Cl

assay / compound | 36 | 37 | 38 | 39 | 40 | 41 | 42
RPMI-8226 | 105 | 33 | 120 | 87 | nt | 130 | 83
HOP-92 | 86 | 59 | 115 | nt | nt | 89 | nt
UACC-62 | 105 | 14 | 98 | 99 | 103 | 101 | 103
CCRF-CEM | 102 | 17 | 37 | 89 | nt | 148 | 94
M14 | 103 | 7.0* | 106 | 103 | 105 | 93 | 109
HOP-62 | 93 | 27 | 107 | 108 | 98 | 100 | 110
A549/ATCC | 103 | 34 | 104 | 96 | 99 | 156 | 54
EKVX | nt | 26 | 122 | 101 | 90 | 104 | 109

# Of the compounds above, 11 contain a carbonyl joined to an NH by a bond outside any ring.
7. O=C(Nc1cccnc1)c1cccc([N+](=O)[O-])c1
10. Cc1ccc(C(=O)N/N=C/c2ccc(N(C)C)cc2)cn1
13. CC(=O)NC1C(Nc2ccc(S(=O)(=O)Nc3nc(C)cc(C)n3)cc2)OC(CO)C(O)C1O (configuration not stated)
17. C/C(=N\NC(=O)Cn1c(-c2ccc(S(C)(=O)=O)cc2)nc2ccccc21)c1ccc(Cl)cc1
21. Cc1c(CC(=O)Nc2ccccc2)nnn1-c1ccccc1
28. CCOC(=O)c1cc(-c2ccc(OC)cc2)[nH]c1NNC(C)=O
32. CCOC(=O)c1cc(CC)sc1NC(=O)CC(C)=O

assay / compound | 7 | 10 | 13 | 17 | 21 | 28 | 32
RPMI-8226 | nt | 94 | 102 | 87 | 103 | 119 | 37
HOP-92 | 97 | 87 | 90 | 98 | 108 | 167 | 59
UACC-62 | 104 | 94 | 98 | 85 | 98 | 106 | 60
CCRF-CEM | nt | 94 | 100 | 77 | 105 | 191 | 36
M14 | 106 | 97 | 105 | 94 | 108 | nt | 89
HOP-62 | 101 | 103 | 91 | 89 | 108 | nt | 73
A549/ATCC | 104 | 99 | 92 | 78 | 107 | 123 | 78
EKVX | 120 | 92 | 104 | 101 | 104 | 103 | 51

33. CCOC(=O)Cc1csc(NC(=O)c2ccc(-n3c(=O)[nH]c4ccccc4c3=O)cc2)n1
34. COc1ccc(NC(=O)C2=C(C)Nc3ncnn3C2c2cc(OC)c(OC)c(OC)c2)cc1 (configuration not stated)
37. CC1CCc2c(C(=O)Nc3ncc(Cc4cccc([N+](=O)[O-])c4)s3)csc2C1 (configuration not stated)
42. O=C(NCC1CC1)NC(=O)c1c(F)cccc1Cl

assay / compound | 33 | 34 | 37 | 42
RPMI-8226 | 95 | 96 | 33 | 83
HOP-92 | 94 | nt | 59 | nt
UACC-62 | 94 | 106 | 14 | 103
CCRF-CEM | 103 | 98 | 17 | 94
M14 | 96 | 117 | 7.0* | 109
HOP-62 | 94 | 111 | 27 | 110
A549/ATCC | 101 | 104 | 34 | 54
EKVX | 90 | 101 | 26 | 109
